# Assay outcomes from PubChem.
# NPYLR7 agonist = mosquito NPYLR7 agonism. HEK293T NPYLR7/Galpha15, GCaMP6s calcium fluorescence. activation, % at 10 µM. 270,000 tested, 0.15% active; in the data active = activation above about 40%;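 also: 0% = vehicle and 100% = reference agonist at the receptor; some compounds past the cut are filed as inactive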
# mcGAS lum = mouse cGAS inhibition by luminescence; AID 1259399; recombinant cGAS, Kinase-Glo ATP depletion luminescence; 160,000 tested, 0.15% active; inhibition, % at 12.5 µM;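 also: 0% = negative control wells and 100% = reference inhibitor with no enzyme activity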
# hcGAS inh = blocks human cGAS activity; recombinant h-cGAS, ATP depletion, Kinase-Glo luminescence; inhibition, % at 12.5 µM; 290,000 tested, 0.081% active; AID 1259398;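 also: 0% = vehicle reaction and 100% = reaction without DNA for no activity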
# Target sequence (Q8N884 whole entry, looked up): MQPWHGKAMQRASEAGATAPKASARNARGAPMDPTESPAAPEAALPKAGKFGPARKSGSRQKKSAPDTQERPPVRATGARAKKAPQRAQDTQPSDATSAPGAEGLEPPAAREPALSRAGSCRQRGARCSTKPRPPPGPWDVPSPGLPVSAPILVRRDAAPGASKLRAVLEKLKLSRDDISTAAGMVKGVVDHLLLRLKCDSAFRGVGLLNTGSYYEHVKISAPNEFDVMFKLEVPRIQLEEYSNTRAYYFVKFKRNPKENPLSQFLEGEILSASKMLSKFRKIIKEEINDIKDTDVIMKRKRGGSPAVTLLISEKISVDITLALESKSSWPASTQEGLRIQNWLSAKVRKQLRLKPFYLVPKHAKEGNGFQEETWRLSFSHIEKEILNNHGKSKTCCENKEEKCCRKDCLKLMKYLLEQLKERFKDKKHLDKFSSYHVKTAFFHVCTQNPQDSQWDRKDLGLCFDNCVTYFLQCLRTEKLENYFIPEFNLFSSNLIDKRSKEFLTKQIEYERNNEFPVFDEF
# * marks the source's active call; other numbers are inactive results; / = no result given. Rule as the data show it, unless noted: active = inhibition above about 40%; inactive = the rest.
entry	Structure	NPYLR7 agonist	mcGAS lum	hcGAS inh
1	CCN(CC)C(C)CNS(=O)(=O)c1cc(Cl)cc(Cl)c1 (stereo not given)	6	/	-8
2	Cc1ccc(CNC(=O)c2c(C)noc2-c2ccc3c(c2)OCO3)o1	7	-11	-10
3	O=C(CCc1cccnc1)N1CCOC(COc2cccc(C(F)(F)F)c2)C1 (stereo not given)	9	/	-4
4	CNC(=O)Cn1cc(NC(=O)/C=C(/C)CCc2ccccc2)cn1	11	/	-8
5	COc1ccc2[nH]c3c(c2c1)CCN(C(=O)c1cc(F)cc(F)c1)C3c1ccccc1OC (stereo not given)	4	-6	-8
6	COc1cc(-c2cc3ccccn3c2)cc(OC)c1OC	0	/	-5
7	Nc1c(C(=O)NCc2cccs2)c2nc3ccccc3nc2n1/N=C\c1cccc(O)c1	10	-10	-6
8	COC(=O)C(N)CC(C)C (stereo not given)	6	/	-5
9	COc1ccccc1-n1cc(-c2ccccc2)c2c(SC)ncnc21	-1	/	-3
10	Cc1nn(C)c(C)c1NC(=O)c1ccnn1C	8	/	0
11	COc1ccc(CCOC(=O)C2CCCCN2C(=O)C(C)c2cccc(C(=O)c3ccccc3)c2)cc1OC (stereo not given)	-4	-4	-10
12	Cc1nonc1C1CCCN1Cc1ccc(C(=O)Nc2c(C)noc2C)cc1 (stereo not given)	-8	/	-3
13	COC(=O)c1ccc(CN2C(=O)C(Cc3ccccc3)ON=C2c2cccc(F)c2)o1 (stereo not given)	5	/	-4
14	COC1(OC)N=C(N)C2(C#N)C3C=CC(CC3)C12C#N (stereo not given)	6	-4	-3
15	COCC(NC(=O)COc1c(C)ccc(C)c1C)c1ccccn1 (stereo not given)	-9	0	5
16	O=C1C(=Cc2c3ccccc3cc3ccccc23)N=C2CCCCCN12	15	/	-3
17	N#Cc1ccc(COC(CN2CCN(C(=O)c3ccc(Cl)c(Cl)c3)CC2)c2cccc(N3CCCC3)c2)cc1 (stereo not given)	/	-5	2
18	CCOC(=O)c1c(CSc2ccccc2)n(C)c2ccc(O)c(CN3CCN(C)CC3)c12	-5	3	2
19	O=C(O)CCC(=O)NNC(=O)c1ccncc1	-1	/	-7
20	COc1cccc(-c2cc(C(=O)N3CCN(C(=O)C(C)(C)CCl)CC3)c(C)n2-c2ccccc2)c1	-5	-6	-5
21	CNC(=O)c1nnc2n1C(c1ccccc1)CN(C(=O)c1ccc(C)cc1C)C2 (stereo not given)	7	/	-7
22	O=C(Nc1nccs1)C1CC=CCC1 (stereo not given)	0	/	-5
23	CCCCn1nc(C(=O)O)ccc1=O	6	/	-6
24	CCc1c(C)nc2sc(C(N)=O)c(N)c2c1C	10	0	21
25	CC(=O)c1c(C)[nH]c(C(=O)COC(=O)c2cccn2C)c1C	2	/	-6

# Reformatted with values under each structure: entries from further up.
# Each structure is followed by: NPYLR7 agonist	mcGAS lum	hcGAS inh
4	CNC(=O)Cn1cc(NC(=O)/C=C(/C)CCc2ccccc2)cn1
  11	/	-8
5	COc1ccc2[nH]c3c(c2c1)CCN(C(=O)c1cc(F)cc(F)c1)C3c1ccccc1OC (stereo not given)
  4	-6	-8
6	COc1cc(-c2cc3ccccn3c2)cc(OC)c1OC
  0	/	-5
7	Nc1c(C(=O)NCc2cccs2)c2nc3ccccc3nc2n1/N=C\c1cccc(O)c1
  10	-10	-6
8	COC(=O)C(N)CC(C)C (stereo not given)
  6	/	-5
9	COc1ccccc1-n1cc(-c2ccccc2)c2c(SC)ncnc21
  -1	/	-3
10	Cc1nn(C)c(C)c1NC(=O)c1ccnn1C
  8	/	0
11	COc1ccc(CCOC(=O)C2CCCCN2C(=O)C(C)c2cccc(C(=O)c3ccccc3)c2)cc1OC (stereo not given)
  -4	-4	-10
12	Cc1nonc1C1CCCN1Cc1ccc(C(=O)Nc2c(C)noc2C)cc1 (stereo not given)
  -8	/	-3
13	COC(=O)c1ccc(CN2C(=O)C(Cc3ccccc3)ON=C2c2cccc(F)c2)o1 (stereo not given)
  5	/	-4
14	COC1(OC)N=C(N)C2(C#N)C3C=CC(CC3)C12C#N (stereo not given)
  6	-4	-3
15	COCC(NC(=O)COc1c(C)ccc(C)c1C)c1ccccn1 (stereo not given)
  -9	0	5
16	O=C1C(=Cc2c3ccccc3cc3ccccc23)N=C2CCCCCN12
  15	/	-3
17	N#Cc1ccc(COC(CN2CCN(C(=O)c3ccc(Cl)c(Cl)c3)CC2)c2cccc(N3CCCC3)c2)cc1 (stereo not given)
  /	-5	2
18	CCOC(=O)c1c(CSc2ccccc2)n(C)c2ccc(O)c(CN3CCN(C)CC3)c12
  -5	3	2
19	O=C(O)CCC(=O)NNC(=O)c1ccncc1
  -1	/	-7
20	COc1cccc(-c2cc(C(=O)N3CCN(C(=O)C(C)(C)CCl)CC3)c(C)n2-c2ccccc2)c1
  -5	-6	-5
21	CNC(=O)c1nnc2n1C(c1ccccc1)CN(C(=O)c1ccc(C)cc1C)C2 (stereo not given)
  7	/	-7
22	O=C(Nc1nccs1)C1CC=CCC1 (stereo not given)
  0	/	-5
23	CCCCn1nc(C(=O)O)ccc1=O
  6	/	-6
24	CCc1c(C)nc2sc(C(N)=O)c(N)c2c1C
  10	0	21
25	CC(=O)c1c(C)[nH]c(C(=O)COC(=O)c2cccn2C)c1C
  2	/	-6

# Following part
entry	Structure	NPYLR7 agonist	mcGAS lum	hcGAS inh
26	CC(c1cccc(Cl)c1)N(C)C(=O)Nc1ccccc1S(C)(=O)=O (stereo not given)	1	-9	-16
27	Fc1ccc(-c2nc3ccccc3n2-c2cc(-c3ccccc3)[nH]n2)cc1	-6	/	-3
28	O=C(Nc1ccc(-c2cscn2)cc1)C1CCCN(C/C=C/c2ccccc2)C1 (stereo not given)	7	-10	-7
29	CC12CN3CC(C)(CN(C1)C3C1CCCCC1)C2=O (stereo not given)	/	-4	-8
30	O=C(NCCCNC(=O)[C@H]1CCCN1C(=O)c1cccc([N+](=O)[O-])c1)c1ccc(F)cc1	19	-8	-7
31	Cc1ccc2oc(-c3ccc(NC(=O)c4cccc(I)c4)cc3)nc2c1	-8	0	1
32	COc1ccc([C@H]2[C@@H](C(=O)NCCCN(C)c3ccccc3)c3ccccc3C(=O)N2Cc2ccccc2)cc1	-8	-3	-6
33	O=C(NC1CCCCCC1)c1ccc(S(=O)(=O)N2CCOCC2)cc1	/	-7	-8
34	COC(=O)c1ccc(CN2CCC(CCC(=O)Nc3cccc(OC)c3)CC2)cc1	16	/	-7
35	CCOC(=O)c1nn(CCC(C)C)c2c1CN(C(=O)c1nn(C)c(=O)c3ccccc13)CC2	20	-6	-11
36	CCC(=O)C1=C(c2ccc(OC)cc2)N(C(=O)CC)n2c(Cc3ccc(OC)cc3)nnc2S1	14	/	-4
37	CC(CCc1ccco1)NC(=O)c1cccc2ccnn12 (stereo not given)	5	-14	-4
38	CC(C)(C)C(=O)NCc1cccnc1N1CCc2ccccc2C1	3	/	2
39	Cc1ccc2c(c1)c(Cn1ccnc1-c1cccs1)nn2C	18	-16	-5
40	Cc1ccccc1OC1CN(C(=O)c2cnc3sccn3c2=O)C1	2	-9	-3
41	CCCOc1ccc(C=O)c(O)c1	1	/	2
42	COCCN(CC(=O)N(CCc1c[nH]c2ccccc12)Cc1ccc(C(F)(F)F)cc1)C(=O)C1CC1	-1	-4	-8
43	COC(=O)N1CCCCC1c1cc(C(=O)Nc2cccc3c2CCCC3)no1 (stereo not given)	6	-6	-6
44	O=C(NCc1ccc(Cl)cc1)c1cc(-c2ccc(F)cc2)nc2ccccc12	-16	-4	0
45	CCc1nc(C)c(C(=O)N2Cc3cnn(Cc4ccc(F)cc4)c3C2)o1	4	-14	0
46	CC1(C)c2sc(=O)[nH]c2SC2C3CCC(C3)C21 (stereo not given)	4	/	-8
47	Brc1cccc(-c2nc(NCc3ccco3)c3ccccc3n2)c1	22	-9	-7
48	CCOC(=O)N1CCN(Cc2ccc3c(c2)CN(C(=O)c2ccc(C#CC(C)(C)O)o2)CCO3)CC1	4	-25	-5
49	O=C(CSCC(=O)c1ccccc1)NCC1CCCCO1 (stereo not given)	5	/	-11
50	Cc1cc(C)c(S(=O)(=O)n2cccn2)cc1C	-2	-3	1

# Grouped by structure, those above containing a COOH group
entry	Structure	NPYLR7 agonist	mcGAS lum	hcGAS inh
19	O=C(O)CCC(=O)NNC(=O)c1ccncc1	-1	/	-7
23	CCCCn1nc(C(=O)O)ccc1=O	6	/	-6

# (more compounds)
entry	Structure	NPYLR7 agonist	mcGAS lum	hcGAS inh
51	COCC(C)NC(=O)c1cncn1-c1ccc(-c2ccc(F)c(F)c2)cc1 (stereo not given)	-14	0	-3
52	CCCn1cc(C2CCN(C(=O)c3c(Cl)cc(Cl)cc3Cl)CC2)c2ccccc21	-1	-6	-4
53	Cc1cccc(N2CCC(=NC(N)=S)N2)c1	-12	5	2
54	CC(=O)c1ccc(S(=O)(=O)N2CCC(Cc3ccc(-c4ccccc4)cc3)CC2)cc1	0	-5	-5
55	Cc1ccc(C)c(NC(=O)Cn2nc(C)c3ccccc3c2=O)c1	2	1	2
56	Cc1nc2ccccc2nc1N1CCN(S(=O)(=O)c2ccc(Cl)c([N+](=O)[O-])c2)CC1	-10	/	5
57	COc1ccccc1CNC(=O)C1(C)CCN1C(=O)Cc1ccccc1Cl (stereo not given)	1	-3	-5
58	O=C(O)CNC(=O)CC12CC3CC(CC(C3)C1)C2	4	/	0
59	CCC(C)NC(=O)c1cc(NC(=O)c2cccc(Cl)c2)ccc1N1CCN(c2ccccc2OC)CC1 (stereo not given)	13	-5	-2
60	C=C(Cl)CN(CC(=O)NCC1CCOC1)C1CCc2ccccc21 (stereo not given)	-1	/	-5
61	CC(C)(CNC(=O)c1ccncc1)c1ccc(Br)cc1	-3	-6	0
62	Fc1ccc(N2CCCN(Cc3cccs3)CC2)cc1	2	-9	0
63	CN(C)c1ccc(N2CCC(N)CC2)cc1	10	-2	1
64	Cn1cccc1P(=Nc1ccc(Br)cc1)(c1cccn1C)c1cccn1C	5	/	-5
65	C=CCCC(O)(CCC=C)c1ccc(CN(Cc2cccc(C)c2)Cc2ccco2)o1	-7	-3	-3
66	Cc1[nH]nc2c1C(c1ccc(Br)cc1)C(C#N)C(=N)O2 (stereo not given)	1	/	-1
67	Cc1cc(C)n(C(C)C(=O)NC(C)(C)c2ccc3c(c2)OCCO3)n1 (stereo not given)	10	/	-6
68	COC(=O)c1c(NC(=O)c2cccs2)sc2c1C(C(=O)OC)CC2 (stereo not given)	2	-3	-8
69	COC(=O)c1ccc(C2c3c(oc4ccc(F)cc4c3=O)C(=O)N2C)cc1 (stereo not given)	-2	/	5
70	CCC(C)N(CCC(=O)N1CCC(C(N)=O)CC1)c1nc(Cc2cccc(OC)c2)ns1 (stereo not given)	-2	-5	0
71	Cc1cc(C)n(Cc2cccc(C(=O)N3CCN4CCNC(=O)C4C3)c2)n1 (stereo not given)	-3	/	-2
72	COCc1nc(N)nc(N(C)C)n1	6	-5	-6
73	Cc1ccc2ncccc2c1S(=O)(=O)N(CCC#N)C(C)C1CC1 (stereo not given)	1	/	-10
74	Cc1ccc(-n2c(=O)cc(N3CC(C)OC(C)C3)[nH]c2=O)cc1 (stereo not given)	9	/	-3
75	COC(=O)c1nnc2c(-c3ccccc3)c(C)nn2c1C	-11	/	-7

# (listing goes on)
entry	Structure	NPYLR7 agonist	mcGAS lum	hcGAS inh
76	O=C(N=Nc1c(O)[nH]c2ccccc12)c1cncc(Br)c1	0	/	-1
77	Cc1ccc(NC(=O)N(CC(=O)N(Cc2ccc(F)cc2)Cc2sccc2C)C2CCCCC2)cc1C	-1	-4	-9
78	Cc1cc(C)cc(-c2n[nH]c(=S)o2)c1	0	/	4
79	COc1ccccc1-c1nc(C)c(-c2ccc(SCC(=O)N3CCCCC3)nn2)s1	1	/	2
80	CNC(=O)[C@H]1O[C@@H](n2cnc3c(NCc4cccc(I)c4)ncnc32)C(O)[C@H]1O (stereo not given in full)	37	-4	-8
81	COCCC1CCCCN1C(=O)CN1C(=O)NC(=O)C1(C)C (stereo not given)	7	/	-3
82	COC(=O)c1ccc2c(c1)CC(CNC(=O)c1ccc(OC)cc1OC)O2 (stereo not given)	21	-9	-10
83	COc1ccc(C2CC(=O)c3cnc(N4CC(C)CC(C)C4)nc3C2)cc1 (stereo not given)	27	/	-9
84	COC(=O)c1ccc(N2C(=O)CSC23C(=O)Nc2ccccc23)cc1 (stereo not given)	11	-5	-4
85	c1ccc(-n2ncc3c2ncn2nc(CSc4nc5ccccc5o4)nc32)cc1	17	-6	-9
86	O=C(c1ccccc1)N(c1ccc2oc(=O)sc2c1)S(=O)(=O)c1ccccc1	-7	-5	-5
87	CCCC(=O)Nc1ccc(N(CC)C(=O)CCC)cc1	1	0	2
